TNAP inh noacc = blocks human TNAP activity with no phosphate acceptor present; purified TNAP, CDP-star luminescence, 30 min; inhibition, % at 20 µM; hit rate 0.26% among 200,000;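 active = tissue-nonspecific alkaline phosphatase inhibition above about 50% at 20 µM in the single-dose screen, limit read from the data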;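 note: 0% = DMSO negative control and 100% = EDTA positive control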
Target sequence (P05186 whole entry, looked up): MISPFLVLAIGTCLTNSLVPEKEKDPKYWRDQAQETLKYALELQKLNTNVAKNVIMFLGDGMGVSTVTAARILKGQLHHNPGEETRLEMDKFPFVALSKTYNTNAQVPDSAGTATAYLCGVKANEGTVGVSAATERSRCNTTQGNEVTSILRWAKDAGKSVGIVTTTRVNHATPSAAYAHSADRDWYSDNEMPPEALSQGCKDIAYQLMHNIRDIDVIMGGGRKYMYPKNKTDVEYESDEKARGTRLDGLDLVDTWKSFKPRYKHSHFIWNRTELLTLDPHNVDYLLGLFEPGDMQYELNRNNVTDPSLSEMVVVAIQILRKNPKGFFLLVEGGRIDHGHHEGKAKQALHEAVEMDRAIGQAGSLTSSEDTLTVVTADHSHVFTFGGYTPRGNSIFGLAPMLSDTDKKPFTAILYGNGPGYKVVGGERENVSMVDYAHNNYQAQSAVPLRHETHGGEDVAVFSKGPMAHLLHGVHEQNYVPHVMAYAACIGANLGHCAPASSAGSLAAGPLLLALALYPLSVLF
bIAP inh = blocks bovine intestinal alkaline phosphatase activity | inhibition, % at 20 µM | purified bovine IAP, CDP-star luminescence, 30 min | 190,000 tested, under 10 active;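 active = over 50% inhibition of intestinal alkaline phosphatase at 20 µM in the single-dose screen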
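Assay system: bovine IAP enzyme; medium: DEA buffer 100 mM, pH 9.8, with MgCl2 1.0 mM, ZnCl2 0.02 mM; doses: 20 µM single dose; incubation: enzyme reaction for 30 min at room temperature; detection: CDP-star luminescence signal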
PPARg SRC3 recr = promotes SRC-3 coactivator recruitment by human PPARgamma; P37231; hit rate 0.26% among 200,000; activation, % at 8 µM; biochemical PPARgamma/SRC-3 coactivator recruitment assay; in the data active = activation above about 23%;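 note: 0% = DMSO and 100% = reference agonist; some compounds past the cut are filed as inactive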
Target sequence (P37231 whole entry, looked up): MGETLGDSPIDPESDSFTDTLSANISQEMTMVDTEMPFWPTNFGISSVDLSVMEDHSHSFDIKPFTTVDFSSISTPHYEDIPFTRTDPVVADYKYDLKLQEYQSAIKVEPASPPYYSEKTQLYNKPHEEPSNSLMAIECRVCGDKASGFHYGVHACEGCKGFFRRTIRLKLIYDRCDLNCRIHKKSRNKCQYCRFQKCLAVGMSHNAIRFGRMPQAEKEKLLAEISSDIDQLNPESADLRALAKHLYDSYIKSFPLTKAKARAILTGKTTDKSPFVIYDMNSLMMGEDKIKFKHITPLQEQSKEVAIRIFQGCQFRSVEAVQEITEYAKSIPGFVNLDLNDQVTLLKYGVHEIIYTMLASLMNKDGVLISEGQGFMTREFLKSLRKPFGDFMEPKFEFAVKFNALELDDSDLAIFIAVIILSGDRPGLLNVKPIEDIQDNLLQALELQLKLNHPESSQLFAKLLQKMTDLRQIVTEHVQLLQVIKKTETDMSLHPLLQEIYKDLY
TNAP inh hi DEA = blocks human TNAP under high phosphate acceptor concentration | purified TNAP, CDP-star luminescence, 1 M DEA | inhibition, % at 20 µM | hit rate 0.03% among 200,000;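 active = over 50% inhibition of tissue-nonspecific alkaline phosphatase at 20 µM in the single-dose screen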;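 note: plate controls were DMSO wells for no effect and EDTA-quenched wells as full inhibition for full effect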
TR-FRET SRC-2 ct = flags TR-FRET format artefacts in PPARgamma SRC-2 recruitment agonist screen | TR-FRET artefact counter-screen; stronger effect = higher value | TR-FRET ratio at 8 µM | hit rate 0.4% among 200,000; in the data active = TR-FRET ratio above about 2000; note: inactives centre near 1500
PPARg SRC2 recr = promotes SRC-2 coactivator recruitment by human PPARgamma; P37231; PPARgamma LBD-SRC-2 recruitment, biochemical; activation, % at 8 µM; hit rate 0.34% among 200,000; AID 1032; in the data active = activation above about 22%;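 note: 0% = vehicle and 100% = reference agonist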
Efa HMGR inh = blocks class II HMG-CoA reductase of Enterococcus faecalis. purified E. faecalis HMGR, NADPH absorbance 340 nm kinetic. hit rate 0.41% among 190,000. inhibition, % at 10 µM. AID 1066;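 active = inhibition above a set limit, the median over all tested compounds plus 3 SD, cut at about 9.5% in these data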;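 note: enzyme runs in reverse so mevalonate oxidation gives rising NADPH absorbance; 0% = complete reaction with DMSO and 100% = background rate lacking mevalonate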
bIAP activator = intestinal alkaline phosphatase (bovine) activation; hit rate 0.17% among 200,000; purified bovine IAP, CDP-star luminescence, 30 min; stronger effect = higher value; fold of DMSO-control signal, blank-subtracted; activation factor at 20 µM;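 active = activation factor of 2 or more at 20 µM, a signal rise over negative controls twice the positive control's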
PPARg SRC1 recr = promotes SRC-1 coactivator recruitment by human PPARgamma. PPARgamma-SRC-1 coactivator recruitment biochemical assay. hit rate 0.41% among 200,000. P37231. activation, % at 8 µM. AID 631; in the data active = activation above about 19%;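 note: 0% = DMSO and 100% = reference agonist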
TNAP act hi DEA = increases human TNAP activity under high phosphate acceptor concentration; P05186; purified TNAP, CDP-star luminescence, 1 M DEA, 30 min; stronger effect = higher value; 0 = EDTA background, 1 = DMSO-only activity; activation factor at 20 µM; 200,000 tested, under 10 active; AID 1136;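 active = activation factor at least 2 at 20 µM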
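Assay system: human TNAP; Input: enzyme diluted 1/800 final; Reagent: CDP-star luminogenic substrate at 100 µM final; Timing: 30 min, room temperature; Signal: luminescence; Evaluation: TNAP activation factor scaled between EDTA and DMSO control wells.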
* marks the source's active call; other numbers are inactive results; x = no result given.

SMILES	TNAP inh noacc	bIAP inh	PPARg SRC3 recr	TNAP inh hi DEA	TR-FRET SRC-2 ct	PPARg SRC2 recr	Efa HMGR inh	bIAP activator	PPARg SRC1 recr	TNAP act hi DEA
CCCCn1c(=O)n(CC(=O)NCc2ccc(C)cc2)c(=O)c2c1nc(CO)n2CCC	-7	-2	-9	-1	1538	2	6	1	5	1
CCCCn1c2ccccc2c2nnc(SCC(=O)NC3=NN=C(c4ccccc4)CS3)nc21	-2	8	-5	3	1462	4	-3	0.9	4	1
COc1ccc(C2SCCN2C(=S)Nc2cccc(C(F)(F)F)c2)cc1 (stereo not drawn)	-10	17	-1	-2	1736	4	-6	0.8	3	1
COc1ccccc1CNC(=O)COC(=O)Cc1c(F)cccc1Cl	-18	0	3	-7	1506	10	-10	1	2	1.1
CCn1nc(CCC(=O)O)c2ccccc2c1=O	-11	13	-3	-3	1431	2	-5	0.9	-4	1
CC1CCCC(NC(=O)CSc2nnc(N)s2)C1C (stereo not drawn)	-2	0	-6	-5	1300	-9	-1	1	3	1.1
Cc1ccc(-c2nnn(CC(=O)N(Cc3ccco3)C(C(=O)NC3CCCC3)c3cccs3)n2)o1 (stereo not drawn)	-14	5	11	-5	1622	6	-1	1	3	1
Cc1cnc([N+](=O)[O-])n1CCOC(=O)NC(=O)c1ccc(C(F)(F)F)cc1	-6	-6	5	-4	1640	7	-1	1.1	1	1
Cc1cccc(/C=N/NC(=O)NC2CCCCC2)c1	-4	-1	-2	-4	1759	12	-2	1	8	1
N#CC1CN(C(c2ccccc2)c2ccccc2)C1	-8	-7	-5	0	1551	-5	-1	1.1	-1	1
CCC1Oc2ccccc2N(CC(=O)NCCCN2CCCCC2CC)C1=O (stereo not drawn)	-7	-3	-4	0	1548	-7	-3	1	0	1
O=[N+]([O-])c1ccccc1/C=C\C=N\N1CCN(c2ccccc2)CC1	-2	-2	5	0	1548	1	1	1	6	1
Cc1cc(C=NCCO)c(C)n1-c1cc(Cl)ccc1Cl	-12	10	1	-3	1718	10	-2	0.9	8	1
CCn1cc(S(=O)(=O)CC(=O)Nc2ccc3c(c2)OCCO3)c2ccccc21	-6	3	-1	-4	1413	-3	-10	1	3	1
O=[n+]1c2c(n([O-])c3cc(Br)ccc31)CCC2	-1	2	3	0	1642	9	x	1	15	1
COc1ccccc1NC(=O)CSc1nncn1-c1cccnc1	1	9	-7	-1	1534	4	2	0.9	-4	1
CCOc1ccccc1CNC(=O)CCNC(=O)Cn1ccc2ccccc2c1=O	-1	3	-6	6	1470	4	-2	1	-1	0.9
COC(=O)c1cccc(NC(=O)c2nn(C)c(=O)c3ccccc23)c1	-14	-14	-6	-5	1439	-4	-1	1.1	-3	1
COc1cc(OC)cc(C(=O)Nc2ccccc2NC(C)=O)c1	-6	0	1	1	1599	2	-2	1	3	1
COc1cc(/C=C/c2noc(-c3ccccc3O)n2)cc(OC)c1OC	-8	-2	3	2	1647	-9	-6	1	5	1
O=C1OC(c2ccc(F)cc2)=N/C1=C\c1ccc(Br)o1	-8	5	6	0	1584	6	2	0.9	5	1
CCCCn1c(CCC(=O)O)nc2c1c(=O)[nH]c(=O)n2CCC	-17	4	5	-11	1728	10	-10	1	4	1.1
CCCC(=O)Nc1nc2ccc(NC(=O)c3ccc(Br)o3)cc2s1	-5	4	6	-2	1570	6	-6	1	10	1
CN(C)CCN1C(=O)C(=O)/C(=C(/O)c2ccc(F)cc2)C1c1ccccc1F (stereo not drawn)	-4	5	-2	-4	1591	6	-1	1	8	1
Cc1cc(C(=O)Nc2cccc(S(=O)(=O)N3CCCCC3)c2)c2ccccc2n1	-16	0	5	-5	1716	9	-8	1	7	1.1

Continuation.
SMILES	TNAP inh noacc	bIAP inh	PPARg SRC3 recr	TNAP inh hi DEA	TR-FRET SRC-2 ct	PPARg SRC2 recr	Efa HMGR inh	bIAP activator	PPARg SRC1 recr	TNAP act hi DEA
CC(C)(C)c1cc(NC(=O)COC(=O)c2ccc3c(=O)n4c(nc3c2)CCC4)n(-c2ccccc2)n1	-3	-13	5	-1	1658	0	-3	1.1	-1	1
O=C1/C(=C\c2ccccc2Cl)SC(=S)N1CCC(=O)N1CCCc2ccccc21	2	-10	1	-1	1576	2	-5	1.1	2	1
CSc1ncccc1C(=O)OCC(=O)NC(C)C	-11	6	3	-3	1769	3	4	0.9	5	1
FC(F)(F)c1cc(-c2ccccc2)nc(NC2CCCC2)n1	13	x	-16	-6	1365	-14	-4	0.4	-11	1.1
CCOC(=O)c1nn(-c2ccc(OCC)cc2)c(C)c1C(C)=O	-12	17	3	-4	1656	-3	-3	0.8	-3	1
O=C(O)c1cccc(N2C(=O)C3CC=C(Cl)CC3C2=O)c1 (stereo not drawn)	-12	7	0	-3	1635	-1	-3	0.9	5	1
COc1ccccc1NC(=O)CN1C(=O)CCS(=O)(=O)c2ccccc21	-12	23	-6	-4	1518	-1	-1	0.8	10	1
CCOC(=O)c1cn(CC)c2ccc(S(=O)(=O)N3CCC(C)CC3)cc2c1=O	-7	-2	8	2	1688	5	-3	1	-3	1
COc1ccc(S(=O)(=O)n2nc(-c3ccc(Cl)cc3)cc2N)cc1OC	-8	14	1	0	1794	1	4	0.9	4	1
Nc1cccc2c1C(=O)N(C(=O)/C=C/c1cccc(F)c1)C2=O	-14	3	3	-6	1653	9	-5	1	4	1.1
CCOc1ccc(NC(=O)NC2CCOC(C)(C)C2)cc1 (stereo not drawn)	-7	4	-12	-3	1546	-10	-7	1	6	1
COc1cc(C2c3c(n[nH]c3C)C(=O)N2c2ccc(Br)cc2)ccc1O (stereo not drawn)	-18	-20	0	-6	1545	2	7	1.2	-4	1.1
Cc1cccc(CCNc2nc3ccccc3n3nnnc23)c1	-7	4	-1	1	1353	-9	-3	1	-4	1
O=C(N/N=C/C1CC2CCC1C2)c1c[nH]c2ccccc12 (stereo not drawn)	-5	-4	1	-1	1615	1	-5	1	8	1
CC(=O)C1=C(c2ccc(Br)cc2)C(=O)c2ccccc2C1=O	-4	2	-1	3	1413	2	-2	1	-4	1
O=C1C=CC(=O)N1N(c1ccccc1)c1ccccc1	-2	-54	1	-7	1520	12	-5	1.5	-2	1.1
CCOC(=O)c1cc(C)sc1/N=C/C1C(=O)CCCC1=O	14	31	-1	-1	1707	4	-3	0.7	1	1
Cc1ccccc1Nc1c(-c2cccnc2)nc2ccc(Br)cn12	-1	1	0	3	1735	-5	-1	1	1	1
COC(=O)C1=C(C)N(C(C)c2ccccc2)C(=O)/C1=C\c1ccco1 (stereo not drawn)	-3	8	2	1	1719	3	1	0.9	6	1
CCn1c(SCc2cccc(F)c2)nc2c(c1=O)SCC2	-2	14	4	-1	1537	6	0	0.9	6	1
CCOc1ccc(NC(=O)Cc2ccccc2)c([N+](=O)[O-])c1	-10	0	1	1	1476	2	-7	1	2	1
CN(C)S(=O)(=O)c1ccc(Cl)c(C(=O)OCC(=O)NC(=O)c2cccn2C)c1	-7	2	-1	3	1602	-7	-1	1	-2	1
COc1ccccc1N(C)S(=O)(=O)c1ccc(C(=O)NC(C)(C)C)cc1	-13	5	2	-2	1493	14	0	1	9	1
O=C(O)c1n[nH]c2c1CCCC2	13	36	1	-3	1495	2	-5	0.6	-3	1
O=C(Cc1ccccc1)Nc1cccc(C(=O)N/N=C/c2ccco2)c1	-4	-2	-3	-1	1376	-8	-5	1	-4	1

Going on with the list.
SMILES	TNAP inh noacc	bIAP inh	PPARg SRC3 recr	TNAP inh hi DEA	TR-FRET SRC-2 ct	PPARg SRC2 recr	Efa HMGR inh	bIAP activator	PPARg SRC1 recr	TNAP act hi DEA
COc1ccccc1OCCC(=O)OCC(=O)NC(C)c1ccccc1 (stereo not drawn)	-9	7	3	-2	1362	6	-1	0.9	2	1
COC(=O)C1=C(NC(=O)c2ccccc2C)CCS1	-8	1	-6	0	1393	-9	-1	1	-2	1
CCOc1ccc(NS(=O)(=O)c2ccc3c(c2)oc(=O)n3C)cc1	-6	-2	1	-2	1458	-1	-8	1	14	1
CN1CC(c2ccc(Cl)c(Cl)c2)[C@@]2(COc3ccccc3C2=O)[C@@]12C(=O)Nc1ccccc12 (stereo partly drawn)	-7	17	8	0	1707	5	-1	0.8	1	1
COC(=O)C(Sc1nc(C)cc(C)c1C#N)c1ccccc1 (stereo not drawn)	-7	-7	4	-3	1486	7	-4	1.1	6	1
CC(=O)Nc1ccc(N(CC(O)Cn2c3ccccc3c3ccccc32)S(=O)(=O)c2ccc(C)cc2)cc1 (stereo not drawn)	-5	1	0	-4	1462	3	-2	1	0	1
CCCOc1ccc2oc(=O)c3c(c2c1)CCCN3C(=O)CN1CCc2ccccc2C1	-8	-18	10	-8	1451	7	-6	1.2	10	1.1
O=C(OCCCN=C1NS(=O)(=O)c2ccccc21)c1ccccc1F	-13	7	-4	-3	1476	-7	-1	0.9	-3	1
CCOC(=O)Cc1csc(NC(=O)c2cccc(N3C(=O)CCC3=O)c2)n1	-4	12	-6	0	1514	-7	x	0.9	8	1
CCOC(=O)N1CCN(C(=O)C(=O)NNC(=O)COc2ccc(Cl)c(C)c2)CC1	-27	-3	-1	-2	1299	-1	-4	1	-12	1
CCOC(=O)C(C)Sc1ncnc2nc[nH]c12 (stereo not drawn)	-5	11	-7	-1	1393	-7	1	0.9	-3	1
COc1cccc(/C=C/C(=O)OCC(=O)NCc2ccco2)c1	-6	7	3	-2	1593	1	1	0.9	0	1
O=C1CN(C(=O)COC(=O)CCCOc2ccccc2)c2ccccc2N1	-11	-4	1	-2	1823	5	4	1	6	1
Cn1c(=O)n(Cc2ccc(F)cc2)c(=O)c2c1nc1n2CCN1Cc1ccco1	-8	0	2	-2	1566	2	-2	1	6	1
CCC(=O)Nc1ccc(N2CCOCC2)c(S(=O)(=O)Nc2ccc(OC)cc2)c1	-4	4	2	0	1273	-7	-6	1	4	1
COc1ccc(-n2c(COc3ccc4ccccc4c3)nnc2SCC(=O)NCc2ccco2)cc1	-7	-15	7	-8	1607	10	1	1.2	2	1.1
COc1ccc(N2CCN(C(=S)Nc3cc(C)ccc3C)CC2)cc1	-16	5	2	-8	1619	1	-1	0.9	-6	1.1

Already shown: an excerpt of the list.
SMILES	TNAP inh noacc	bIAP inh	PPARg SRC3 recr	TNAP inh hi DEA	TR-FRET SRC-2 ct	PPARg SRC2 recr	Efa HMGR inh	bIAP activator	PPARg SRC1 recr	TNAP act hi DEA
COc1ccccc1OCCC(=O)OCC(=O)NC(C)c1ccccc1 (stereo not drawn)	-9	7	3	-2	1362	6	-1	0.9	2	1
COC(=O)C1=C(NC(=O)c2ccccc2C)CCS1	-8	1	-6	0	1393	-9	-1	1	-2	1
CCOc1ccc(NS(=O)(=O)c2ccc3c(c2)oc(=O)n3C)cc1	-6	-2	1	-2	1458	-1	-8	1	14	1
CN1CC(c2ccc(Cl)c(Cl)c2)[C@@]2(COc3ccccc3C2=O)[C@@]12C(=O)Nc1ccccc12 (stereo partly drawn)	-7	17	8	0	1707	5	-1	0.8	1	1
COC(=O)C(Sc1nc(C)cc(C)c1C#N)c1ccccc1 (stereo not drawn)	-7	-7	4	-3	1486	7	-4	1.1	6	1
CC(=O)Nc1ccc(N(CC(O)Cn2c3ccccc3c3ccccc32)S(=O)(=O)c2ccc(C)cc2)cc1 (stereo not drawn)	-5	1	0	-4	1462	3	-2	1	0	1
CCCOc1ccc2oc(=O)c3c(c2c1)CCCN3C(=O)CN1CCc2ccccc2C1	-8	-18	10	-8	1451	7	-6	1.2	10	1.1

Random draw from the library (roughly 1.6% active in at least one column).
